Assay outcomes (PubChem)
Bim-Bcl-XL = inhibitors of Bim-Bcl-XL binding, primary screen, biochemical, multiplexed, bead flow cytometry, human Bcl-XL; Bcl-2-like protein 1 (Homo sapiens), Q07817; Bim peptide-Bcl-XL binding, fluorescence; inhibition, % at 10 µM; 0.04% of 190,000 active
Target sequence (Q07817 whole entry, looked up): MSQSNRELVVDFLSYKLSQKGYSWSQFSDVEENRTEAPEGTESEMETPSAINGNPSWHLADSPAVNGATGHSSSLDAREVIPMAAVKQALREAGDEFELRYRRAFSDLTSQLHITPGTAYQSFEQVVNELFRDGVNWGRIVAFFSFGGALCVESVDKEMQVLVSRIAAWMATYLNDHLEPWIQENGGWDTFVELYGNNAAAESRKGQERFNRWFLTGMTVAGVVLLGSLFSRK
GSH bead fluor = compound fluorescence on glutathione beads, profiling panel, artefact control, biophysical, 488/530 nm, flow cytometry | GSH beads flow cytometry, compound fluorescence 488/530 nm; active compounds read high | fluorescence (KMESF) at 10 µM | 0.25% of 190,000 active; in the data active = fluorescence above about 89;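 also: glutathione beads carrying GST-tagged Bcl family fusion proteins plus one bare bead set; values are compound well signal with DMSO vehicle wells as background; inactives centre near 16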
ABCB1 inh = ABCB1 efflux pump inhibitors, primary screen, cell-based, multiplex, flow cytometry, ABCG2 counter-screen; ATP-dependent translocase ABCB1 (Homo sapiens), P08183; CCRF-Adr cells, JC-1 efflux; inhibition, % at 6.6 µM; 0.067% of 190,000 active; AID 1326, 2008; in the data active = inhibition above about 40%;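 also: 0% = vehicle and 100% = reference inhibitor; higher value means more JC-1 retained so stronger ABCB1 efflux block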
ABCG2 inh = ABCG2 efflux pump inhibitors, primary screen, multiplex with ABCB1, IgMXP3 cells, flow cytometry; JC-1 efflux; inhibition, % at 6.6 µM; 0.1% of 190,000 active;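 active = inhibition above 80%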;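 also: 0% = DMSO and 100% = nicardipine control wells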
Target sequence (Q9UNQ0 whole entry, looked up): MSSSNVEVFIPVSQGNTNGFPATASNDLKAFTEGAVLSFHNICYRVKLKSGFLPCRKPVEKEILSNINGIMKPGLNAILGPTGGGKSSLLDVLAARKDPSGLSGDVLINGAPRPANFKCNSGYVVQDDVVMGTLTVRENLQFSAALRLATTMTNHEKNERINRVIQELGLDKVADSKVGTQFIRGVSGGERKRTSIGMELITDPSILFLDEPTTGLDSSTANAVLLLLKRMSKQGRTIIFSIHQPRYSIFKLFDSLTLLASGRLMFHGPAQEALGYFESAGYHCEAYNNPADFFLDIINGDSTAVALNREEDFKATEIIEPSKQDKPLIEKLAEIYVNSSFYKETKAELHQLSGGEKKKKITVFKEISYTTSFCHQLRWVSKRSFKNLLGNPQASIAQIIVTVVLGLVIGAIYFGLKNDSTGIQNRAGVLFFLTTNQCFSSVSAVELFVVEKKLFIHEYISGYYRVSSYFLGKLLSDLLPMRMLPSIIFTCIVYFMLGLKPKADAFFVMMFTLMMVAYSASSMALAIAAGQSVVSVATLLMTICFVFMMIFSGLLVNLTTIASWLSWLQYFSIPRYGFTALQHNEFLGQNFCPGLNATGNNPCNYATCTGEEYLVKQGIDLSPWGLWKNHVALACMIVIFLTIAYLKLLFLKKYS
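Incubation: cells with compound and JC-1, 10 min at 25 °C, rotating, no wash / Test system: IgMXP3 (ABCG2) plus far-red-tagged CCRF-Adr (ABCB1) cells / Compound dosing: one concentration, 6.6 µM final / Also added: JC-1 fluorescent substrate / Evaluation: efflux inhibition in percent versus controls / Detection: flow cytometry, 530 nm JC-1 signal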
Bcl-B Bim block = inhibitors of Bim-Bcl-B binding, primary screen, biochemical, multiplexed, human Bcl-2 family. bead-based flow cytometry, Bim peptide-Bcl-B binding. inhibition, % at 10 µM. 0.073% of 190,000 active. AID 951, 2007;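 also: 0% = tracer peptide without compound and 100% = reference inhibitor peptide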
Bfl-1 Bim block = inhibitors of Bim binding to Bfl-1, primary screen, biochemical, multiplexed, bead-based flow cytometry. Bcl-2-related protein A1 (Homo sapiens), Q16548. Bim-Bfl-1 binding inhibition. inhibition, % at 10 µM. 0.12% of 190,000 active. AID 1008, 2008;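 also: 0% = wells without compound plus tracer and 100% = blocker peptide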
Bcl-2 Bim block = inhibitors of Bim-Bcl-2 binding, primary screen, biochemical, multiplexed, human Bcl-2 family; Apoptosis regulator Bcl-2 (Homo sapiens), P10415; Bead-based flow cytometry, Bim peptide-Bcl-2 binding; inhibition, % at 10 µM; 0.06% of 190,000 active; AID 950, 2007; in the data active = inhibition above about 40%;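 also: 0% = no compound wells with probe peptide and 100% = reference peptide inhibitor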
RGS8-Gao = RGS8-Galphao binding modulators, primary screen, biochemical, multiplexed bead flow cytometry; Guanine nucleotide-binding protein G(o) subunit alpha (Homo sapiens), P09471; actives lie on both sides; response (percent of control binding), % at 10 µM; 0.34% of 220,000 active; in the data active = response below about 60% or above about 140%; inactive = in between;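 also: Galphao activated as the GDP aluminium fluoride complex binding bead-coupled RGS8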
RGS7-Gao reg = RGS7-Galphao binding modulators, primary screen, biochemical, multiplexed bead flow cytometry. Guanine nucleotide-binding protein G(o) subunit alpha (Homo sapiens), P09471. actives lie on both sides. binding response (% of control), % at 10 µM. 0.35% of 220,000 active. AID 1439, 2008; in the data active = binding response below about 49% or above about 150%;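 also: fluorescent Galphao held in activated GDP-AlF4 state binding bead-coupled RGS7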
Bim-Bcl-W = inhibitors of Bim binding to Bcl-W, primary screen, biochemical, multiplexed, bead-based flow cytometry | inhibition, % at 10 µM | 0.02% of 190,000 active | Bim peptide-Bcl-W binding | Bcl-2-like protein 2 (Homo sapiens), Q92843;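 also: 0% = bound tracer without compound and 100% = peptide blocker; higher means less fluorescent Bim peptide bound to Bcl-W beads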
Target sequence (Q92843 whole entry, looked up): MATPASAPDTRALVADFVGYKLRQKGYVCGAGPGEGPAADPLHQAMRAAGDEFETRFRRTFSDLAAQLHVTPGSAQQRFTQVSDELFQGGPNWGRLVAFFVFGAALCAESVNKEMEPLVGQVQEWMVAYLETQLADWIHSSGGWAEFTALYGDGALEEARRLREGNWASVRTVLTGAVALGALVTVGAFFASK
RGS4-Gao reg = modulators of RGS4 binding to Galphao, primary screen, biochemical, multiplexed bead flow cytometry | Guanine nucleotide-binding protein G(o) subunit alpha (Homo sapiens), P09471 | AID 1415, 2008 | 0.33% of 220,000 active | actives lie on both sides | binding response (% of control), % at 10 µM; in the data active = binding response below about 49% or above about 150%; inactive = in between;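 also: fluorescent Galphao activated with aluminum fluoride binding bead-coupled RGS4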
* = called active by the depositor. Rule as the data show it, unless noted: active = inhibition above about 40%. Compounds as they come (roughly 1.1% active in at least one column).

SMILES | Bim-Bcl-XL | GSH bead fluor | ABCB1 inh | ABCG2 inh | Bcl-B Bim block | Bfl-1 Bim block | Bcl-2 Bim block | RGS8-Gao | RGS7-Gao reg | Bim-Bcl-W | RGS4-Gao reg
O=C(Nc1cccc(Cl)c1)NC1CCCCC1 | 0 | 31 | -0.3 | 1 | -11 | -11 | -6 | 103 | 99 | 0 | 102
COc1ccc(C)cc1NC(=O)CSc1nnc(-c2ccc(Br)cc2)o1 | -2 | 18 | 0.1 | 4 | -1 | 0 | 0 | 98 | 98 | 0 | 97
COc1ccc(-n2c(SC3CCOC3=O)nc3ccccc3c2=O)cc1OC (configuration not stated) | -2 | 5 | 0.2 | 1 | -4 | 0 | 0 | 102 | 101 | -4 | 102
O=C(NCc1ccccc1)c1cc2ccccc2o1 | -5 | 11 | 0.5 | 7 | -8 | -11 | -13 | 102 | 110 | 0 | 103
CC(=O)C1=C(c2ccccc2)OC(N)=C(C#N)C1c1ccccc1F (configuration not stated) | -6 | 13 | 0.5 | 2 | -7 | 0 | -3 | 97 | 95 | -3 | 98
CCCCCCCCCC(=O)NNC(=O)c1c(O)c2ccccc2n(CC)c1=O | -3 | 11 | -0.2 | 0 | 0 | -7 | -3 | 107 | 110 | 0 | 108
O=C(/C=C/c1cccc([N+](=O)[O-])c1)c1cccs1 | -3 | 8 | 0.8 | 10 | -3 | 5 | -2 | 103 | 100 | -3 | 100
Cc1nnc(SCc2ccccc2Cl)n(N)c1=O | -10 | 20 | 1.0 | 2 | -3 | -4 | -8 | 102 | 107 | -3 | 105
Cc1ccc(NC(=O)CSc2nc(O)cc(=O)n2C)cc1 | 0 | 21 | 0.3 | 1 | 0 | -2 | 1 | 99 | 94 | 0 | 102
COc1ccc(OC)c(NC(=O)C2CCN(c3ncccn3)CC2)c1 | -3 | 19 | 0.1 | 0 | -3 | -1 | -2 | 103 | 99 | -5 | 101
O=C(Nc1ccccc1F)c1ccccc1-c1ccccc1 | -7 | 15 | 0.4 | 26 | -9 | -7 | -3 | 99 | 98 | -2 | 98
CCc1nnc(N/N=C/c2ccc(-c3ccc([N+](=O)[O-])cc3)o2)n1N | -2 | 22 | 1.0 | 21 | -6 | 9 | 0 | 99 | 97 | 3 | 100
CN(/N=C/c1ccc(Br)o1)C1=NS(=O)(=O)c2ccccc21 | 11 | 10 | 0.5 | 1 | -2 | 0 | 2 | 95 | 90 | 9 | 92
CCOc1ccc(OCC)c(NC(=O)C2CCCN(S(=O)(=O)c3c(C)noc3C)C2)c1 (configuration not stated) | -9 | 35 | 2.0 | 21 | -9 | -18 | -13 | 102 | 98 | -3 | 96
CS(=O)(=O)N(CC(=O)NCc1ccncc1)c1ccc(F)c(Cl)c1 | -5 | 14 | -0.4 | 4 | -3 | -4 | -2 | 96 | 100 | -2 | 99
CCOC(=O)CSc1cc(=O)n(C)c2cc(Cl)ccc12 | 1 | 10 | 0.1 | 3 | -7 | -11 | -5 | 101 | 97 | -1 | 103
CC1Oc2ccccc2OC1(O)c1ccc2ccccc2n1 (configuration not stated) | -8 | 16 | 0.4 | 3 | -12 | -14 | -8 | 105 | 98 | -5 | 101
CCN1CCN(c2cc(SC(C)C)nc(-c3ccc(OC)cc3)n2)CC1 | 0 | 4 | 2.8 | 7 | 0 | 0 | 1 | 107 | 109 | -1 | 104
COC(=O)c1nc2n(n1)C(c1ccc(OC)c(OC)c1)C(C(=O)OC1CCCCC1)=C(C)N2 (configuration not stated) | 8 | 54 | 2.5 | 4 | 1 | 7 | 2 | 88 | 88 | 4 | 82
Cc1ccc2oc3nc(C)c(C(=O)Nc4cccc(C(F)(F)F)c4)cc3c(=O)c2c1 | 0 | 56 | 0.4 | 4 | 3 | 4 | 1 | 116 | 106 | 4 | 107

A draw from above in order of molecular weight, low to high:
SMILES | Bim-Bcl-XL | GSH bead fluor | ABCB1 inh | ABCG2 inh | Bcl-B Bim block | Bfl-1 Bim block | Bcl-2 Bim block | RGS8-Gao | RGS7-Gao reg | Bim-Bcl-W | RGS4-Gao reg
O=C(Nc1cccc(Cl)c1)NC1CCCCC1 | 0 | 31 | -0.3 | 1 | -11 | -11 | -6 | 103 | 99 | 0 | 102
COc1ccc(OC)c(NC(=O)C2CCN(c3ncccn3)CC2)c1 | -3 | 19 | 0.1 | 0 | -3 | -1 | -2 | 103 | 99 | -5 | 101
CN(/N=C/c1ccc(Br)o1)C1=NS(=O)(=O)c2ccccc21 | 11 | 10 | 0.5 | 1 | -2 | 0 | 2 | 95 | 90 | 9 | 92

(cont.)
SMILES | Bim-Bcl-XL | GSH bead fluor | ABCB1 inh | ABCG2 inh | Bcl-B Bim block | Bfl-1 Bim block | Bcl-2 Bim block | RGS8-Gao | RGS7-Gao reg | Bim-Bcl-W | RGS4-Gao reg
C/C(=N/NC(=O)CN1CCN(Cc2ccccc2Cl)CC1)c1ccncc1 | -7 | 11 | 0.1 | 0 | -3 | -8 | -6 | 103 | 99 | -2 | 102
CC(=O)c1c(C)[nH]c(C(=O)OCC(=O)NCCc2ccc(F)cc2)c1C | 1 | 11 | -4.4 | -6 | -7 | -9 | -7 | 103 | 105 | 2 | 103
CCN1CCN(S(=O)(=O)c2ccc(Cl)c(C(=O)Nc3nnc(CC(C)C)s3)c2)CC1 | -2 | 21 | 1.1 | 4 | -3 | -2 | -2 | 96 | 96 | -3 | 93
COc1cccc(C(=O)C[n+]2ccccc2/C=N/O)c1 | -5 | 8 | 0.4 | 1 | -2 | 1 | -3 | 101 | 102 | 0 | 102
c1ccc2c(c1)CCN(c1nc(CN3CCOCC3)nc3sc4c(c13)CCCC4)C2 | -5 | 10 | 3.6 | 6 | -9 | -12 | -11 | 100 | 99 | -3 | 99
CCOC(=O)/C(C(=O)Nc1ccc(Br)cc1)=C1/NC(C)(C)Cc2ccccc21 | -2 | 6 | -0.5 | 0 | -2 | 0 | 0 | 99 | 102 | -1 | 100
O=C(O)c1cc(-c2ccc(O)cc2)nc2ccccc12 | 0 | 11 | 0.4 | 1 | -1 | -2 | 0 | 101 | 100 | -4 | 103
CC(=O)c1sc(N/N=C2\CC3CC2C(C)C3(C)C)nc1C (configuration not stated) | -2 | 23 | 2.4 | 23 | -10 | -2 | 0 | 100 | 100 | -2 | 101
COC(=O)c1sccc1NC(=S)Nc1cc(C)cc(C)c1 | -7 | 9 | -0.3 | 16 | -3 | -14 | -8 | 98 | 101 | -5 | 97
C=CCNC(=S)N1CCN(CCN=CC2=C(O)CC(c3ccco3)CC2=O)CC1 (configuration not stated) | 1 | 4 | 0.1 | 1 | -4 | -5 | 2 | 99 | 96 | 4 | 97
Cc1ccc(C(=O)NNC(=O)C2CCCN(c3ncccn3)C2)cc1 (configuration not stated) | -1 | 15 | 0.4 | 4 | 1 | -1 | -5 | 109 | 98 | 0 | 94
CC(=O)c1c(C)n(-c2ccccc2)c2ccc(O)cc12 | -3 | 25 | 0.9 | 41 | -5 | -13 | -8 | 99 | 100 | 0 | 102
CCC(C)NS(=O)(=O)c1ccc(OCC(=O)NCc2cccnc2)cc1 (configuration not stated) | -3 | 257* | 0.4 | 1 | 0 | -1 | -4 | 95 | 104 | -1 | 103
O=C(COC(=O)Cn1cnc2ccccc21)Nc1cccc(S(=O)(=O)N2CCOCC2)c1 | -1 | 10 | 0.4 | 1 | -1 | -5 | -1 | 101 | 97 | 0 | 102
COc1ccc(-n2c3c(cc(C(=O)NCc4ccco4)c2=O)C(=O)CC(C)(C)C3)cc1 | 3 | 25 | 0.7 | 2 | -8 | 0 | 5 | 107 | 102 | 3 | 103
CC(C)(C)NC(=O)C(c1ccc(O)cc1)N(C(=O)CCC(=O)Nc1nccs1)c1ccc(F)cc1 (configuration not stated) | -2 | 14 | 0.3 | 1 | -6 | -4 | -4 | 98 | 97 | -1 | 100
O=C(N/N=C/c1ccc(Sc2nc3ccccc3[nH]2)o1)c1ccncc1 | -15 | 13 | 0.2 | 0 | -37 | 9 | 1 | 102 | 105 | -10 | 101
Cc1cc(C)n(C2CC(=O)N(c3ccccc3)C2=O)n1 (configuration not stated) | -4 | 36 | 0.3 | 1 | -4 | -2 | 2 | 101 | 102 | 0 | 108
CCOC(=O)C1(Cc2ccc(OC)cc2)CCN(C(=O)CN2CCN(CC)CC2)CC1 | -4 | 9 | 0.6 | 0 | -5 | -4 | -3 | 101 | 100 | -3 | 105
C/C(=N\NC(=O)c1cc(C)nc2ccccc12)c1ccc([N+](=O)[O-])cc1 | -2 | 16 | 0.3 | 1 | -3 | -8 | -4 | 106 | 97 | -1 | 99
CCOC(=O)CNC(=O)CSc1nc2ncc(Br)cc2[nH]1 | -5 | 8 | 0.6 | 2 | -5 | -7 | -3 | 101 | 97 | 4 | 101
Cn1c(=O)oc2cc(S(=O)(=O)N3CCC(C(=O)NCC4COc5ccccc5O4)CC3)ccc21 (configuration not stated) | -2 | 17 | -0.3 | -2 | -5 | -12 | -8 | 102 | 101 | 1 | 103
COc1ccc(-c2cc(-c3cccs3)c(C#N)c(SCC(=O)NCc3ccco3)n2)cc1 | -3 | 47 | 0.5 | 1 | -2 | -8 | -3 | 102 | 98 | -1 | 97
CC1(C(=O)O)C=CCN1C(=O)c1ccccc1 (configuration not stated) | -3 | 17 | 0.6 | 0 | 0 | -1 | 1 | 99 | 96 | -1 | 99
COCCSc1nnc(NC(=O)c2ccc(NC(=O)C(C)C)cc2)s1 | -2 | 15 | 0.2 | 1 | -4 | -4 | 0 | 104 | 102 | -2 | 111
Cc1noc(C)c1C(=O)OCC(=O)NC(=O)NC12CC3CC(CC(C3)C1)C2 | -9 | 32 | 0.2 | 1 | -12 | -16 | -11 | 102 | 98 | -2 | 100
Nc1c(S(=O)(=O)c2cccs2)c2nc3ccccc3nc2n1/N=C/c1cccc(O)c1 | 35 | 5 | -0.1 | 1 | 22 | 3 | 9 | 104 | 111 | 21 | 114
Cn1ncc(C#N)c1/N=C/N1CCCCC1 | -3 | 13 | 0.5 | 1 | 0 | -3 | -5 | 98 | 97 | -1 | 97
CC(OC(=O)CCC(=O)c1cccs1)C(=O)Nc1ccc(Cl)cn1 (configuration not stated) | -8 | 12 | 0.2 | 24 | -7 | -4 | -3 | 96 | 93 | -7 | 94
COc1cc(/C=N\Nc2nc3ccccc3o2)cc(OC)c1OC | -2 | 14 | -0.2 | -1 | -2 | 0 | -1 | 99 | 103 | 0 | 100
